Source: PubChem
SRC1 TRFRET art – flags TR-FRET format artefacts in PPARgamma SRC-1 recruitment agonist screen; AID 1051; TR-FRET ratio at 8 µM; hit rate 0.34% among 99,000; TR-FRET detection artefact counter-screen, emission ratio; hits give high values; in the data active = TR-FRET ratio above about 2300; also: inactives centre near 1800; reference of the scale not given here
SRC3 TRFRET art – counter-screen for PPARgamma SRC-3 recruitment agonists: TR-FRET artefact; TR-FRET ratio at 8 µM; hit rate 0.39% among 99,000; PPARgamma/SRC-3 format; hits give high values; in the data active = TR-FRET ratio above about 2000; also: inactives centre near 1600; reference of the scale not given here
* marks the source's active call; other numbers are inactive results. Some of the compounds tested; count on the stated rates, not on these rows.

Every second line gives: SRC3 TRFRET art | SRC1 TRFRET art
CC(=O)N1CCN(c2cc(N3CCCC3)c(F)cc2[N+](=O)[O-])CC1
  1653 | 1983
COc1cccc(NC(=O)C(Cc2ccccc2)NC(=O)C2CCC(C)CC2)c1 (stereo not drawn)
  1469 | 1575
O=C(NCCCn1ccnc1)/C(=C/c1ccccc1)NC(=O)c1ccccc1
  1527 | 1856
CC(C)C(=O)N1CCN(c2ccc(NC(=O)COc3ccccc3[N+](=O)[O-])cc2)CC1
  1609 | 1824
COc1cc(/C=N/NC(=O)c2ccncc2)ccc1OCc1cnc(Cl)s1
  1421 | 1666
CCOC(=O)c1cccnc1SCC(=O)Nc1ccc(C)cc1
  1316 | 1690
CC1Cc2ccccc2N1CC(=O)NC(=O)NC1CCCCC1 (stereo not drawn)
  1597 | 1518
O=C(NCCCN1CCCCCC1)c1ccc2c(Cl)c3c(nc2c1)CCCC3
  1492 | 1892
CCOc1ccccc1N1CC(C(=O)Nc2cccc(S(=O)(=O)N3CCCCC3)c2)CC1=O (stereo not drawn)
  1673 | 1950
Cc1ccc(S(=O)(=O)CCC(=O)Nc2ccc(S(=O)(=O)N(C)C)cc2)cc1
  1738 | 1901

Shown as tab-separated lines: entries from further up.
structure	SRC3 TRFRET art	SRC1 TRFRET art
COc1cc(/C=N/NC(=O)c2ccncc2)ccc1OCc1cnc(Cl)s1	1421	1666
CCOC(=O)c1cccnc1SCC(=O)Nc1ccc(C)cc1	1316	1690

Additional compounds follow.
Every second line gives: SRC3 TRFRET art | SRC1 TRFRET art
Cc1ccc(S(=O)(=O)c2nc(NN(C)C)sc2Cl)cc1
  1565 | 1925
CN(C(=O)c1ccc2c(c1)OCO2)C1(C(=O)NC2CCCC2)CCCCC1
  1619 | 1857
O=C(CN1CCN(S(=O)(=O)c2ccc(Br)cc2)CC1)N/N=C/c1cccnc1
  1480 | 1648
CCc1ccc(/C=C/C(=O)c2ccc(S(=O)(=O)N(C)C)cc2)cc1
  1449 | 1786
CC1CCN(C(=O)CSc2nnc(Cn3c(=O)sc4ccccc43)n2C)CC1
  1644 | 1737
COc1ccc(CNC2CCCCC2C)c(OC)c1 (stereo not drawn)
  1567 | 1835
Cc1ccc(C(=O)N/C(=C\c2cccs2)C(=O)NCC2CCCO2)cc1C (stereo not drawn)
  1534 | 1948
O=C(N=Nc1c(O)[nH]c2ccccc12)c1ccco1
  1467 | 1979
CC(C)Nc1nnc(SCC(=O)/C=C2\N(C)c3ccccc3C2(C)C)s1
  1511 | 1630
CCCCn1c2ccccc2c2nnc(SCC(=O)NC3=NN=C(c4ccccc4)CS3)nc21
  1381 | 1649

Part of the list above in another layout.
| mol | SRC3 TRFRET art | SRC1 TRFRET art |
| --- | --- | --- |
| CC(C)Nc1nnc(SCC(=O)/C=C2\N(C)c3ccccc3C2(C)C)s1 | 1511 | 1630 |
| CCc1ccc(/C=C/C(=O)c2ccc(S(=O)(=O)N(C)C)cc2)cc1 | 1449 | 1786 |
| O=C(N=Nc1c(O)[nH]c2ccccc12)c1ccco1 | 1467 | 1979 |
| O=C(CN1CCN(S(=O)(=O)c2ccc(Br)cc2)CC1)N/N=C/c1cccnc1 | 1480 | 1648 |

(more compounds)
Every second line gives: SRC3 TRFRET art | SRC1 TRFRET art
S=c1[nH]nc(-c2ccccn2)n1/N=C/c1ccc(-c2ccccc2Cl)o1
  1683 | 1956
CSCc1ccc(C(=O)Nc2ccc(C(N)=O)cc2)cc1
  1689 | 1848
Cc1cccc(C2c3[nH]c4ccccc4c3CCN2Cc2cccn2-c2ncccn2)c1 (stereo not drawn)
  1451 | 1676
CC(=O)Nc1ccc(NC(=O)COC(=O)c2cnccn2)cc1
  1542 | 1961
O=[N+]([O-])c1ccccc1-c1ccc(C(=S)N2CCCC2)o1
  1731 | 2075
CSc1nc(Cl)cc(Nc2ccccc2N)n1
  1467 | 1755
N#CNC(=Nc1ccccc1F)SCc1ccc(C(=O)O)cc1
  1549 | 1898
Cc1ccc(OCc2nnc(N)s2)cc1
  1489 | 1633
CCCCC(=O)NNC(=S)NCc1ccccc1
  1466 | 1894
O=C(NC1CC1)c1cccc(Br)c1
  1683 | 1792

Every second line gives: SRC3 TRFRET art | SRC1 TRFRET art
O=S(=O)(Nc1ncccn1)c1ccc(NC(=S)NCCc2ccc(Cl)cc2)cc1
  1569 | 1780
O=[N+]([O-])c1ccc(N/N=C\c2ccccc2OCc2ccccc2)cc1
  1390 | 1632
CCOC(=O)NC(=O)c1cn(CCN(C)C)c(=O)[nH]c1=O
  1401 | 1874
Cc1cccc(OC(=O)NCCOC(=O)N(O)c2ccc(Cl)cc2)c1
  1672 | 1993
Cc1cccc(OCC(=O)N/N=C/c2ccc3c(c2)OCO3)c1
  1614 | 1713
Cc1nn(Cc2ccccc2)c(Cl)c1/C=C1\NC(=S)NC1=O
  1571 | 1633
Cc1ccc(NS(=O)(=O)c2ccc3c(c2)CCC(=O)N3)cc1C
  1850 | 2045
Clc1ccccc1-c1nnc(CNC2CC2)o1
  1298 | 1563
CC1=CC(c2ccccc2)=Nc2ccc(C)cc2N1
  1474 | 1953
O=c1oc(-c2cccs2)nc2c1cnn2-c1ccccc1
  1709 | 1690

Every second line gives: SRC3 TRFRET art | SRC1 TRFRET art
COc1ccc(C)cc1N(CC(=O)Nc1ccc2c(c1)OCCO2)S(C)(=O)=O
  1508 | 1619
Cc1cc(C(=O)COC(=O)c2ccc(O)cc2)c(C)n1CC1COc2ccccc2O1 (stereo not drawn)
  1618 | 1692
C=CCNC(=O)CSCc1ccc(Br)cc1
  1490 | 1699
COc1ccc(C(=O)NNC(=O)CCn2nnc(-c3ccc(C)cc3)n2)cc1OC
  1747 | 1920
CC(OC(=O)c1ccncc1)C(=O)Nc1cc(S(=O)(=O)N2CCCCC2)ccc1Cl (stereo not drawn)
  1369 | 1900
COc1ccc2c(c1)c(=O)c(C(=O)c1ccc(F)cc1)cn2CC(=O)Nc1ccc(F)cc1
  1638 | 1541
CCN(CC)c1ccc2ccc(=O)oc2c1
  1520 | 1846
Cc1ccc2nc(/C=C/c3cccc(F)c3)ccc2c1
  1717 | 1934
Cc1csc(NC(=O)C2CCN(S(=O)(=O)c3ccccc3F)CC2)n1
  1526 | 1907
COc1ccc(-c2cc(-c3ccc(N)cc3)nc(N)c2C#N)cc1OC
  1605 | 1605

Every second line gives: SRC3 TRFRET art | SRC1 TRFRET art
Clc1nc(-c2ccccn2)nc2scc(-c3ccccc3)c12
  1790 | 1901
O=C(CSc1nnc2ccccn12)NNC(=O)c1ccccc1
  1493 | 1760
Cc1nc(-c2ccc(C(=O)NCCO)cc2)cs1
  1715 | 1729
CCCCN(CC)CCCNC(=S)Nc1ccc2nc(N3CCN(C)CC3)cc(C)c2c1
  1547 | 1582
Cn1c(=O)c(NC2CCCCC2)c2c3c(cccc31)C(=O)c1ccccc1-2
  1410 | 1483
O=S(=O)(NC1CCc2ccccc21)c1ccc(S(=O)(=O)N2CCCC2)cc1 (stereo not drawn)
  1516 | 1807
COc1ccc(CCC(=O)NCc2cn3ccc(C)cc3n2)cc1
  1330 | 1949
COc1cc(C(=O)Nc2ccc3c(c2)OCO3)ccc1OCc1c(C)noc1C
  1701 | 1994
Cc1cc(C(=O)CN2C(=O)C(=O)N(Cc3ccccc3)C2=O)c(C)n1CC1COc2ccccc2O1 (stereo not drawn)
  1802 | 1924
C/C(=N\N=C1\NC(=O)C(CC(=O)NCc2ccccc2)S1)C(C)C (stereo not drawn)
  1427 | 1583

Every second line gives: SRC3 TRFRET art | SRC1 TRFRET art
Cc1cc(C)nc(N2CCC(C(=O)NCCc3ccc(Cl)cc3)CC2)n1
  1597 | 1759
Cc1cccc2nc(COc3ccc(-c4ccccc4)cc3)cn12
  1360 | 1787
CC(=O)Nc1ccc(NC(=O)CN(c2cc(Cl)ccc2Cl)S(C)(=O)=O)cc1
  1544 | 1609
CCOCCCn1c(SCC(=O)NCc2ccc3c(c2)OCO3)nc2ccccc2c1=O
  1553 | 1990
Cc1ccc(C)c(CSCC(=O)NCc2cccs2)c1
  1534 | 1716
COc1cc(OC)c(/C=N/n2c(C)nnc2C)c(OC)c1
  1608 | 1711
O=C(Nc1ccccc1)Nc1snnc1C(=O)Nc1cccc(O)c1
  1386 | 1626
Cc1ccc(NC(=O)CN(C)C(=O)c2cc3ccccc3o2)cc1
  1571 | 1788
Nc1nc(CSc2nnc(-c3cccc(F)c3)n2-c2ccccc2)nc(N2CCOCC2)n1
  1409 | 1785
COc1cccc(N2CCN(S(=O)(=O)c3cccc4nsnc34)CC2)c1
  1533 | 1828

Every second line gives: SRC3 TRFRET art | SRC1 TRFRET art
CC(C)CCn1c(=O)c2ccccc2n2c(CN3CCCC3)nnc12
  1530 | 1923
CCn1c(SCC(=O)NNC(=O)c2ccco2)nnc1-c1ccco1
  1531 | 1858
Cc1c(Cl)c([N+](=O)[O-])nn1CCCC(=O)Nc1cccnc1
  1262 | 1677
O=C(Oc1ccc2ccc(=O)oc2c1)C1CCCCC1
  1561 | 1755
O=C(NCCN1CCN(C(=O)NC2CCCCC2)CC1)NC1CCCCC1
  1559 | 1782
Cn1cc(S(=O)(=O)N2CCC3(CC2)OCCO3)c(=O)n(C)c1=O
  1485 | 1914
COc1cc(NC(=O)C/C(C)=N/NC(=O)Cc2ccc(Cl)cc2)c(OC)cc1Cl
  1829 | 1894
Cn1cc(CNCCN2CCCCC2=O)c(-c2cccc(Cl)c2)n1
  1808 | 1598
COc1ccc(-n2c(-c3ccc(Br)cc3)nc(=S)c3c2CCCC3)cc1
  1566 | 1664
CCOc1ccc(Oc2c(/C=N/NC(N)=O)c(C)nn2-c2ccccc2)cc1
  1768 | 1905

Every second line gives: SRC3 TRFRET art | SRC1 TRFRET art
C/C(=N\O)C(=O)NCCN(C)C
  1614 | 1966
COc1cc(C(=O)OCC(=O)NC(=O)c2cccn2C)ccc1OC(F)F
  1337 | 1773
Cc1cc(O)c(NC(=O)c2cc([N+](=O)[O-])ccc2Cl)cc1C
  1488 | 1714
COc1ccc(N2CCN(C(=O)C3CCN(S(=O)(=O)c4ccc(F)cc4)CC3)CC2)cc1
  1436 | 1661
COc1ccc(NS(=O)(=O)c2ccc(NC(=O)c3ccc(CN4CCOCC4)cc3)cc2)cc1
  1493 | 1756
O=C(NCC1OCCc2ccccc21)c1cc(COc2c(F)cccc2F)on1 (stereo not drawn)
  1576 | 1825
CCOC(=O)c1nn(-c2ccc(Cl)cc2)c2nnc(Cc3ccccc3)c(=O)n12
  1614 | 1796
Cc1ccc(-n2cc(-c3ccccc3)c3c(N4CCOCC4)ncnc32)cc1
  1470 | 1760
O=C(CCN1CCCCC1)N/N=C/c1ccc(Br)cc1
  1544 | 1675
COc1ccc(NC(=O)CN2CCC(C(N)=O)(N3CCCCC3)CC2)c(OC)c1
  1425 | 1890

Every second line gives: SRC3 TRFRET art | SRC1 TRFRET art
Cc1cc(C(=O)C(C)Cl)c(C)n1Cc1ccco1 (stereo not drawn)
  1507 | 1822
COc1ccc(CCNS(=O)(=O)c2ccc3c(c2)oc(=O)n3C)cc1OC
  1592 | 1673
COC(=O)N/N=C/c1ccc(-c2cc(Cl)cc(Cl)c2)o1
  1673 | 1793
COc1ccc2nc(-c3ccccc3)cc(OC)c2c1
  1576 | 1748
NC(=O)C1(N2CCCCC2)CCN(C(=S)Nc2ccc(F)cc2)CC1
  1769 | 1946
CCn1c(C)nc2c(C)[n+](CC(=O)c3ccc(Br)cc3)ccc21
  1649 | 1811
CC(C)C(=O)Nc1oc(-c2ccccc2)cc1C#N
  1825 | 1941
Cc1ccc2cc(CCNC(=O)C(C)C)c(=O)[nH]c2c1
  1771 | 2030
O=C(COc1nsnc1N1CCOCC1)Nc1ccc(Cl)cc1
  1847 | 1933
CCC(=O)Nc1ccc(/C(C)=N\NC(=O)c2ccc(OC)cc2)cc1
  1672 | 1743

Every second line gives: SRC3 TRFRET art | SRC1 TRFRET art
O=S(=O)(c1ccc(Cl)nc1)N(Cc1ccccc1)Cc1ccccc1
  1314 | 1659
O=C(O)COc1ccccc1/C=N/NC(=O)c1cccc(S(=O)(=O)Nc2cccc(Cl)c2)c1
  1448 | 1772
Cc1ccc(Cl)cc1N1CCN(C(=O)C2CCN(S(C)(=O)=O)CC2)CC1
  1606 | 1818
CS(=O)(=O)Nc1ccc([N+](=O)[O-])cc1Oc1ccccc1
  1528 | 1733
O=C(Nc1ccccn1)c1ccc(Br)c(S(=O)(=O)N2CCCCC2)c1
  1542 | 1504
CN(C)CCNC(=S)Nc1ccc(Br)cc1
  1775 | 1796
CCc1cc2c(SCC(=O)Nc3ccc(Cl)cn3)ncnc2s1
  1744 | 1851
CC(=O)N1CCN(CC(=O)Nc2ccc([N+](=O)[O-])cc2Br)CC1
  1443 | 1522
Cc1ccc(C)c(-n2c(-c3cccnc3)n[nH]c2=S)c1
  1683 | 1747
COc1ccc(OC)c(-c2csc(N(C)C(=O)Cc3ccccc3)n2)c1
  1774 | 1943

Every second line gives: SRC3 TRFRET art | SRC1 TRFRET art
CC(NC(=S)NCCCN1CCOCC1)C1CC2CCC1C2 (stereo not drawn)
  1581 | 1620
CC(Sc1nc2cc(Cl)ccc2s1)C(=O)Nc1cccc(S(=O)(=O)N2CCOCC2)c1 (stereo not drawn)
  1592 | 1745
OC(COc1ccc2c(c1)OCO2)CN1CCCC1 (stereo not drawn)
  1471 | 1467
COc1ccc(CC(=O)NNc2ncnc3c2cnn3-c2ccccc2)cc1
  1435 | 1893
Cn1c(=O)c2c(nc(N3CCOCC3)n2CC(=O)C23CC4CC(CC(C4)C2)C3)n(C)c1=O
  1542 | 1672
Cc1ccc2c(c1)c(-c1ccccc1)nc1nnnn12
  1606 | 1656
COc1c(Cl)cc(Cl)cc1CNc1ccc(S(N)(=O)=O)cc1
  1348 | 1578
COc1ccc(-n2c(C)nc3c(cnn3-c3ccc(C)cc3)c2=O)cc1
  1618 | 1792
Cc1ccc([N+](=O)[O-])cc1N1C(=O)CS/C1=N\NC(=O)c1cccnc1
  1682 | 1706
